ARFGAP1 inh – rat ARFGAP1 inhibition; inhibition, % at 16.5 µM; 0.26% of 360,000 active; Arfgap1-stimulated ARF1 GTP hydrolysis, GDP FP detection; Q62848;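 active = inhibition above a per-plate limit, mean inhibition of low control wells plus 3 SD, cut at about 25% in these data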;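 also: 0% = DMSO wells with enzyme and 100% = wells lacking Arfgap1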
Target sequence (Q62848 1-136 limits assumed): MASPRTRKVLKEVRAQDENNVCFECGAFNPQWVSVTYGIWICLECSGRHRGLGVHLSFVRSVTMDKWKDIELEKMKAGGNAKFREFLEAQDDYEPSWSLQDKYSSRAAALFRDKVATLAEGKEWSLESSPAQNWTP
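system = rat Arfgap1 catalytic domain, aa 1-136 | technique = FP, GDP Alexa 633 tracer displaced from anti-GDP antibody, 620/688 nm | compound = one concentration, 16.5 µM, DMSO 1.26% | medium = HEPES-based buffer, pH 7.5 | timing = compound-enzyme preincubation 20 min, reaction 120 min, detection 60 min, 25 °C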
KLK7 zymogen act – proKLK7 (human) activation, primary screen. activation, % at 7 µM. 0.9% of 370,000 active. AID 652039. purified proKLK7, EDANS-DABCYL substrate fluorescence; 100% is mature enzyme control, 0% vehicle;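 active = activation above the mean of all tested compounds plus 3 SD, computed per campaign excluding outliers beyond control limits, cut at about 13% in these data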
Tn6 DDE FP – DD(E)-Tn6 binding inhibition, primary FP screen | Fibrin DD(E) TRITC-Tn6 fluorescence polarization displacement | inhibition, % at 8.3 µM | 0.21% of 370,000 active | AID 720509;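 active = inhibition above a per-campaign cutoff: mean of compounds within control limits plus 3 SD, cut at about 15% in these data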;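 also: 0% = median of all compound wells on the plate and 100% = blocking peptide control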
Target sequence (P02675 whole entry, looked up): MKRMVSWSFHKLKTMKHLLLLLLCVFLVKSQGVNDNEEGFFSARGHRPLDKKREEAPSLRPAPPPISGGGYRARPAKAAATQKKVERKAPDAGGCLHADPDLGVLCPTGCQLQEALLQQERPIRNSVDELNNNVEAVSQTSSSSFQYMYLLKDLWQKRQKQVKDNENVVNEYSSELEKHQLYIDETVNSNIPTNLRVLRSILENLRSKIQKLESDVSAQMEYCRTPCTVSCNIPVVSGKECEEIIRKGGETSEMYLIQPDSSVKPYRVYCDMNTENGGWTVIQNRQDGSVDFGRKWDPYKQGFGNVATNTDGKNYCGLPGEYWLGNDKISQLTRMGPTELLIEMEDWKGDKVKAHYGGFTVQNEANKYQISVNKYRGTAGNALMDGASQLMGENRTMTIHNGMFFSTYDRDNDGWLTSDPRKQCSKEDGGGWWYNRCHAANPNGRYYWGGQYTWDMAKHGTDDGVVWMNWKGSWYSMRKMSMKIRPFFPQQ
NR1D1 modulator – modulates human Rev-erb alpha binding to DNA; activity, % at 10 µM; 0.79% of 370,000 active; AID 1259318; P20393; Rev-erbα–FITC-DNA binding, fluorescence polarization, 90 min;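 active = activity above about 14%, limit read from the data; passing the limit was not always enough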;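 also: 0% = DMSO wells with 35 nM protein and 100% = DMSO wells with 750 nM protein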
sPLA2-III inh – Blocks human group III sPLA2 activity; QFRET BODIPY PC-A2 liposome hydrolysis, fluorescence; inhibition, % at 12.2 µM; 0.56% of 370,000 active; AID 743126;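 active = inhibition above mean plus 3 SD of compounds lying within the high and low control bounds, cut at about 19% in these data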;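 also: 0% = median of test compound wells and 100% = no enzyme DMSO wells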
ASAP1 GAP inh – blocks human ASAP1-stimulated Arf1 GTP hydrolysis. GDP FP detection. inhibition, % at 16.5 µM. 0.19% of 360,000 active; in the data active = inhibition above about 25%;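 also: 0% = vehicle with enzyme and substrate and 100% = no enzyme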
Target sequence (Q9ULH1 325-724 limits assumed): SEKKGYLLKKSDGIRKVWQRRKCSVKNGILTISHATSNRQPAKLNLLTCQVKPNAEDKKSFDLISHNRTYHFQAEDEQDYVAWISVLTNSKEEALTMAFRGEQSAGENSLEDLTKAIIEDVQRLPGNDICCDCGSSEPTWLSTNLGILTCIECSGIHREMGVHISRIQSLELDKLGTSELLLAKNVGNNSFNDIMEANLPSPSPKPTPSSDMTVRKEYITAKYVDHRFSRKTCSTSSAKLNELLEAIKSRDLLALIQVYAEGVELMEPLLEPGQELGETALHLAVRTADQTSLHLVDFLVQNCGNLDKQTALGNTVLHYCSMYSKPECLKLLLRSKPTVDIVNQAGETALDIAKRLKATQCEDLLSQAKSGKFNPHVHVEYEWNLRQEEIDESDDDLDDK
PLC-gamma1 inh – blocks human PLC-gamma1 enzyme activity. P19174. purified PLC-gamma1, fluorogenic substrate, fluorescence. inhibition, % at 12.2 µM. 0.84% of 370,000 active; in the data active = inhibition above about 9.5%
PLCb3 inh – inhibitors of human phospholipase C beta3. Q01970. Purified PLC-beta3, fluorogenic substrate, fluorescence. inhibition, % at 12.2 µM. 0.18% of 370,000 active; in the data active = inhibition above about 11%;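 also: 0% = median of compound wells on plate and 100% = full blocker control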
UHRF1 MBD2 ctr – human UHRF1 methylated DNA binding inhibitors; 0.75% of 370,000 active; UHRF1 binding to methylated oligo, TR-FRET; Q96T88; AID 687016; inhibition, % at 4.4 µM; in the data active = inhibition above about 21%;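 also: UHRF1 SRA domain binding a hemimethylated CpG hairpin DNA probe; 0% = median of test compound wells and 100% = reference inhibitor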
Tn7 DDE FP – inhibitors of Tn7 peptide binding to human fibrin DD(E) | FP displacement of FITC-Tn7 peptide from fibrin DD(E); 0% = median of compound wells per plate | inhibition, % at 8.3 µM | 0.13% of 370,000 active | AID 720508;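 active = inhibition above the mean of compounds falling within the control limits plus 3 SD of them, cut at about 14% in these data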;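 also: 0% = plate median of compound wells and 100% = 10 µM Aha-Tn7 peptide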
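system = human fibrin DD(E) protein | quantity = DD(E) 2 µM final | medium = Tris/NaCl/CaCl2 buffer, pH 7.8 | also added = labelled Tn7 tracer, 0.1 µM | compound dosing = single point at 8.3 µM | timing = compound with protein 10 min, then 3 h after probe, room temperature | signal = FP measurement | benchmarks = Aha-Tn7 high control | repeats = one replicate per compound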
* marks the source's active call; other numbers are inactive results; x = no result given.

no.	ARFGAP1 inh	KLK7 zymogen act	Tn6 DDE FP	NR1D1 modulator	sPLA2-III inh	ASAP1 GAP inh	PLC-gamma1 inh	PLCb3 inh	UHRF1 MBD2 ctr	Tn7 DDE FP	SMILES
1	14	-0.5	0	-2	1	-1	-3	5	0	-3	COc1cc(C2C3=C(COC3=O)Oc3cc4c(cc32)OCO4)cc(OC)c1OC (stereo unspecified)
2	-5	-0.8	2	-2	-2	-14	-9	-10	-3	-7	CC1=C(C(=O)OC2CCCCC2)C(c2cccs2)n2c(nc3ccccc32)N1 (stereo unspecified)
3	7	0.1	-2	5	-18	8	5	-4	1	-5	CC(=O)N1c2ccc(S(=O)(=O)N3CCC(C(=O)Nc4cccc(Cl)c4)CC3)cc2CC1C (stereo unspecified)
4	4	0.4	0	0	-5	3	4	-3	-4	4	Cc1ccc(S(=O)(=O)N2CCCCC2CCNC(=O)C(=O)NCc2ccccc2)cc1 (stereo unspecified)
5	2	0.0	4	2	10	-2	7	-2	5	-5	O=C(c1ccncc1)N1CCc2ccccc2C1
6	3	0.5	2	2	13	0	1	-1	2	1	COc1cccc(C(=O)Nc2cccc(C(C)=O)c2)c1
7	-5	9.4	5	-5	-2	-4	1	3	2	3	O=C(CN(c1cccc(C(F)(F)F)c1)S(=O)(=O)c1ccccc1)N1CCOCC1
8	11	0.6	1	5	-2	-9	1	2	-1	-1	Cc1ccc(S(=O)(=O)N2C[C@@H]3[C@H]4CC[C@H](C4)[C@@H]3[C@@H](C)[C@@H]2C2CCCCC2=O)cc1 (stereo partly specified)
9	-1	3.9	11	1	3	-2	-17	-20	-2	2	N#CC(C#N)=C1C=CC=CN1/C(=C\c1ccco1)C(=O)c1ccc(Br)cc1
10	-7	0.1	-9	7	-1	3	-1	-9	-2	1	O=C(COc1ccccc1)NC1C(=O)N2C(C(=O)O)=C(Cl)CSC12 (stereo unspecified)
11	7	-0.1	4	0	-1	-6	-3	-4	11	2	Cc1nnc(SCc2cccc3ccccc23)n(N)c1=O
12	7	1.2	5	-2	3	-10	-18	-30	-2	3	COc1cc(C=CC(=O)N2CCN(CC(=O)N3CCCC3)CC2)cc(OC)c1OC
13	-4	0.5	-4	-6	-1	-12	-1	-3	1	2	Cn1c(=O)[nH]c(=O)c2c1nc(N1CCOCC1)n2CC(=O)c1ccccc1
14	-7	-0.4	-2	0	0	1	0	-1	1	4	COc1cccc(C(=O)NC2=NCCS2)c1OC
15	2	-0.6	-1	-1	-1	-2	-1	-9	-3	-5	Cc1nc(N(C)Cc2ccccc2)c2c(C)c(C)sc2n1
16	12	0.3	0	-4	-4	-20	1	-1	-3	0	CC(OC(=O)c1ccccc1C(=O)N(C)C1CCCCC1)C(=O)NC1(C#N)CCCCC1 (stereo unspecified)
17	-6	-0.1	1	-8	3	4	-3	0	33*	-4	Cc1noc(C)c1S(=O)(=O)NCc1ccc(CN(C)C)cc1
18	5	0.2	0	11	4	1	0	2	-12	3	CN1C=CC=C/C1=C(\C#N)c1nc2ccccc2[nH]1
19	8	-0.3	0	1	-7	-2	1	-1	-1	-7	O=C(NCC1CC1)c1ccc(-c2cn[nH]c2)c2ccoc12
20	-16	-0.2	2	-4	-41	-12	0	-3	-2	2	O=C(CSc1nccn1-c1ccccc1)c1ccc(Br)cc1
21	3	-0.1	2	1	2	-3	4	-3	1	-1	CCCNC(=O)COc1coc(CN2CCN(c3ccccc3OC)CC2)cc1=O
22	0	-0.9	-2	4	-7	-7	-29	-39	-2	2	O=C(Nc1nc2ccc(S(=O)(=O)N3CCCC3)cc2s1)c1cccs1
23	4	-0.1	-5	5	17	9	9.8*	2	4	-5	CN1CCN(c2ccc(CNC[C@H]3O[C@@H](n4cnc5c(=O)[nH]c(N)nc54)[C@H](O)[C@@H]3O)c(F)c2)CC1
24	-7	0.8	-6	-6	-3	-3	-2	-1	-1	0	CCc1nc2ccc(C(=O)Nc3cccc(OC)c3)cn2c1N(CC)CCN(C)C

One compound at a time, as listed above. Screens in order: ARFGAP1 inh	KLK7 zymogen act	Tn6 DDE FP	NR1D1 modulator	sPLA2-III inh	ASAP1 GAP inh	PLC-gamma1 inh	PLCb3 inh	UHRF1 MBD2 ctr	Tn7 DDE FP
Listed for Cn1c(=O)[nH]c(=O)c2c1nc(N1CCOCC1)n2CC(=O)c1ccccc1 : -4	0.5	-4	-6	-1	-12	-1	-3	1	2
Listed for CN1CCN(c2ccc(CNC[C@H]3O[C@@H](n4cnc5c(=O)[nH]c(N)nc54)[C@H](O)[C@@H]3O)c(F)c2)CC1 : 4	-0.1	-5	5	17	9	9.8*	2	4	-5
Listed for CCc1nc2ccc(C(=O)Nc3cccc(OC)c3)cn2c1N(CC)CCN(C)C : -7	0.8	-6	-6	-3	-3	-2	-1	-1	0
Listed for CN1C=CC=C/C1=C(\C#N)c1nc2ccccc2[nH]1 : 5	0.2	0	11	4	1	0	2	-12	3

Next compounds follow.
no.	ARFGAP1 inh	KLK7 zymogen act	Tn6 DDE FP	NR1D1 modulator	sPLA2-III inh	ASAP1 GAP inh	PLC-gamma1 inh	PLCb3 inh	UHRF1 MBD2 ctr	Tn7 DDE FP	SMILES
25	-11	-0.4	-3	20*	-2	-3	2	2	-4	1	CCOC(=O)c1ccc(NC(=O)c2c(NCc3ccccc3)[nH]c(=O)[nH]c2=O)cc1
26	6	1.7	4	4	-4	-27	-10	-16	0	9	CC(C)OP(=O)(OC(C)C)C(Nc1ccc(C(=O)O)cc1)c1ccccc1 (stereo unspecified)
27	1	-0.3	-6	-1	7	0	1	-5	3	-7	CC(CN1CCN(Cc2ccccc2)CC1)OC(=O)c1ccco1 (stereo unspecified)
28	2	0.1	-3	2	-7	0	0	-5	1	-7	CCCCOc1ccc(C(=O)N/C(=C/c2cccc([N+](=O)[O-])c2)C(=O)O)cc1
29	7	-0.7	-2	1	10	2	2	-1	4	2	Cc1ccccc1-n1nc2c(c1NC(=O)C1CC1)CS(=O)(=O)C2
30	2	0.3	-2	-3	-2	-10	-1	-3	15	-3	Cn1c(CCN2CCOCC2)nc2cc(NC(=O)c3cccs3)ccc21
31	3	0.1	-4	1	0	4	5	2	-1	4	Nc1nc(NCCOCCO)nc(NCC2CCCO2)c1[N+](=O)[O-] (stereo unspecified)
32	5	-0.1	6	-1	-8	-2	-1	-8	-1	-2	CCCn1nc(C(=O)Nc2ccc(S(=O)(=O)Nc3ncccn3)cc2)c2ccccc2c1=O
33	-2	-0.5	0	-1	2	-4	2	0	0	-3	O=C(CSc1nnc(-c2ccncc2)n1-c1ccc(Cl)cc1)N1CCOCC1
34	6	0.3	-3	1	-4	20	0	-1	-1	-5	COC(=O)N/N=C1\CCCc2ccccc21
35	2	-0.2	7	-2	-6	2	-15	-22	-9	1	COC(=O)CCCC1=CC2=CC(=O)C(C)(OC(=O)c3cccs3)C(=O)C2=CN1CC(C)C (stereo unspecified)
36	-12	-0.7	-5	4	1	10	-7	-5	-2	-1	CCC(=O)Nc1cc(-c2nc3ncccc3o2)ccc1Cl
37	-5	0.0	1	-1	-6	-18	7	-3	-3	-2	CCOc1ccc(NC(=O)CN(C)C(=O)c2c(C)nn(-c3ccccc3)c2Cl)cc1OCC
38	8	-0.7	-4	-2	10	0	-104	-130	3	2	CC1(C)CC(CC(=O)NNc2nc(-c3ccccc3)cs2)C(=O)O1 (stereo unspecified)
39	-2	0.2	3	4	0	0	2	5	0	5	C[C@@H]1[C@H]2[C@@H](O[C@@H]3O[C@H](CO)[C@@H](O)[C@H](O)[C@H]3O)OC=C(C(=O)O)[C@H]2C[C@@H]1O
40	-3	0.5	1	0	-9	-2	-1	3	2	1	C[C@@H]1CN([C@H](C)CO)S(=O)(=O)c2ccc(C#CCN(C)C)cc2O[C@@H]1CN(C)Cc1ccccc1F
41	-9	-0.1	1	-3	-4	12	0	-10	0	8	O=C(COC(=O)C12CC3CC(CC(Br)(C3)C1)C2)Nc1cccnc1Cl
42	12	4.5	1	-6	-16	7	-3	-2	0	6	O=C(CSc1nnc(CNC(=O)c2ccco2)o1)c1ccc(Cl)cc1
43	13	0.5	-9	1	-31	-10	0	0	-2	1	COc1cc(CN2CCCC(C(=O)Nc3cccc(-n4cccn4)c3)C2)ccc1F (stereo unspecified)
44	9	0.0	-3	12	-2	12	1	-5	1	-2	O=C(CSc1nc(C2CCCCC2)nc2ccccc12)NCc1ccco1
45	-3	-0.1	2	-6	-8	6	-1	5	7	6	CCn1nc(C(=O)OCc2cccc(S(=O)(=O)N(C)C)c2)c2ccccc2c1=O
46	7	0.3	3	-1	4	5	0	1	0	1	CCC(CC)C(=O)c1c[nH]c(C(=O)NCc2ccco2)c1
47	-9	-0.2	7	-1	-2	5	2	3	0	4	CN(CC(=O)NCc1cccs1)S(=O)(=O)c1cccc2cccnc12
48	16	0.4	6	4	-2	12	0	-8	5	1	CCCCC(=O)Nc1nc2c(OC)cc([N+](=O)[O-])cc2s1
49	8	0.1	-1	4	4	-5	9	3	5	-6	CCOc1ccc(NC(=O)CN(C)C(=O)CCCNC(=O)c2ccc(Cl)cc2)cc1OCC
50	13	-0.8	-2	10	10	6	-2	-6	-1	8	COc1ccc(C(O)c2ncc(-c3cccc(OC)c3)[nH]2)cc1 (stereo unspecified)
51	9	-0.4	2	1	-6	-5	2	2	-4	-4	CCN(CC)S(=O)(=O)c1cccc(C(=O)N[C@H](C(=O)Nc2nc3ccccc3s2)C(C)C)c1
52	x	0.1	5	-6	-22	x	0	0	1	-2	O=C(CSc1nnc(COc2ccccc2)n1-c1ccccc1)Nc1ccc2c(c1)OCCO2
53	x	-0.8	-1	7	-3	x	-1	2	-1	-6	CCCCCn1nnnc1C1(C)CN(S(C)(=O)=O)CC(=O)N1Cc1ccco1 (stereo unspecified)
54	5	-0.3	-4	2	-41	6	3	3	-3	2	Cc1cccc(S(=O)(=O)Nc2cccc(-c3cn4ccsc4n3)c2)c1
55	-11	0.0	2	-2	2	8	0	-8	-3	6	COC(C(=O)Nc1ccnn1C1CCN(Cc2cccc(C)n2)CC1)c1ccccc1 (stereo unspecified)
56	3	0.3	-14	4	-36	-1	5	2	2	-7	O=C(CSc1nc2cc(Cl)ccc2s1)Nc1cccc(S(=O)(=O)N2CCOCC2)c1
57	2	-0.6	0	8	2	-4	0	3	-3	3	CSc1nc2c(cc1C#N)C(=O)CC(C)(C)C2
58	14	0.4	-6	4	-43	6	1	-3	1	-5	CN(CC(=O)Nc1cccc(S(=O)(=O)N2CCOCC2)c1)CC(=O)Nc1ccc(Cl)c(C(F)(F)F)c1
59	-9	0.1	-6	3	-61	7	2	1	2	2	Cc1ccccc1NS(=O)(=O)c1cc(C(=O)Nc2cccc([N+](=O)[O-])c2)ccc1C
60	-8	0.2	4	3	0	-3	-2	0	1	0	CCOC(=O)c1c(NC(=O)Cn2cc([N+](=O)[O-])cn2)sc2c1CCC2
61	5	0.5	6	4	-2	4	-5	-10	0	-6	CC1=C(C(=O)Nc2ccccc2)C(c2ccco2)C(C#N)=C(SCC(=O)Nc2cccc(C)c2C)N1 (stereo unspecified)
62	-4	0.5	11	-3	-3	1	2	-1	-2	-7	CCCCc1cc(=O)oc2cc(OCC(=O)NCC3CCC(C(=O)O)CC3)ccc12 (stereo unspecified)
